# High-throughput results as filed in PubChem BioAssay.
# tim10-1 inh = tim10-1 yeast growth inhibition. S. cerevisiae tim10-1 ts strain growth, BacTiter-Glo, 24 h. inhibition, % at 20 µM. 330,000 tested, 2.2% active;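 active means inhibition of at least 40%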;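 further: mutant grown at 25 °C; 0% = DMSO wells with yeast and 100% = wells holding no yeast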
# APJ ag = agonists of human APJ apelin receptor | P35414 | CHO-K1 APJ PathHunter beta-arrestin, luminescence; 0% DMSO wells, 100% apelin | activation, % at 20 µM | 330,000 tested, 0.11% active | AID 2520;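 active means activation more than six SD over the plate average, tested at 20 µM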;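 further: 0% = DMSO alone and 100% = apelin-13 at 10 nM; some results filed as inactive read as strong as hits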
# Target sequence (P35414 whole entry, looked up): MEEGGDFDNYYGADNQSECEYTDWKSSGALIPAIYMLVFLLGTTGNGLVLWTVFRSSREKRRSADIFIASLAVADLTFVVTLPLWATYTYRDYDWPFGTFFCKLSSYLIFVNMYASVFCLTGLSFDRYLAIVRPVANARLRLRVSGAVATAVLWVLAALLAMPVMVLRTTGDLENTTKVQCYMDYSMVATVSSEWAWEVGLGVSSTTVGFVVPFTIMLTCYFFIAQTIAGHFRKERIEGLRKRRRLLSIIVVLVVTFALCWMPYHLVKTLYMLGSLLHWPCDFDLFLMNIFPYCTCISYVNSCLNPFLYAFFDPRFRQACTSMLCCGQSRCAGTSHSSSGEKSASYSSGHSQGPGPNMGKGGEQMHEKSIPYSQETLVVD
#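 Material: CHO-K1 APJ beta-arrestin complementation cell line; Input: cell density 1000 per well; Incubation: compound stimulation 90 min at 25 °C, detection 60 min; Signal: luminescence from split beta-galactosidase complementation, Galacton Star/Emerald II substrate; Controls: DMSO-only wells as negative, 10 nM Apelin-13 as positive control.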
# MIN6 prolif = MIN6 beta-cell proliferation induction. MIN6 cells proliferation, ATPlite luminescence, 48 h; cells starved in 0.2% serum; 100% = growth in 10% serum. proliferation, % at 10 µM. 330,000 tested, 0.29% active;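 active means compounds whose signal lies at least 3.5 SD above the mean of all wells on their plate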;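 further: 0% = DMSO-treated cells in low-serum medium and 100% = 10% serum control; some compounds called inactive have numbers as strong as hits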
# NALP3 yeast inh = blocks the NALP3 inflammasome reconstituted in yeast. Yeast reconstituted NLRP3/ASC/caspase-1, beta-gal luminescence, 24 h. inhibition, % at 10 µM. 330,000 tested, 0.39% active;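 active means inhibition of 50% or more; inactive means inhibition below 50%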;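 further: plate controls were induced DMSO wells for no effect and uninduced yeast grown without galactose for full effect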
# TIM10 inh = inhibits growth of TIM10 yeast strain | 330,000 tested, 1.4% active | S. cerevisiae TIM10 strain growth, BacTiter-Glo luminescence, 24 h | AID 463195 | inhibition, % at 10 µM;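 active means inhibition of 40% or more at the single tested concentration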;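 further: wild-type TIM10 isogenic control strain grown at permissive 25 °C; 0% = DMSO yeast wells and 100% = minimal medium wells without yeast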
# MPTP inh = permeability transition pore inhibition; 360,000 tested, 1.4% active; inhibition, % at 10 µM; isolated mouse mitochondria, Ca2+ swelling absorbance, 30 min;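 active means inhibition of 50% or more, scaled per plate between neutral and stimulator controls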;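 further: 0% = DMSO wells given calcium and 100% = 1 mM EGTA wells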
# NR3A LBD binder = modulates the human NR3A ligand-binding domain; NR3A LBD differential scanning fluorimetry, Tm shift; 0% = protein alone, 100% = glycine-bound protein; Tm shift relative to glycine control, % at 25 µM; 340,000 tested, 2.5% active;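 active means melting temperature shift of at least 10% of the positive control shift, at one fixed dose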
# tim23-1 inh = inhibits growth of tim23-1 mutant yeast; S. cerevisiae tim23-1 growth, BacTiter-Glo luminescence, 24 h; inhibition, % at 20 µM; 330,000 tested, 1.3% active; AID 463212;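 active means growth inhibition of the mutant yeast at or above 50%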;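 further: temperature-sensitive mutant grown at 25 °C; plate controls were DMSO-treated mutant yeast for no effect and medium wells lacking yeast for full effect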
# APJ antagonist = blocks the human apelin receptor APJ; P35414; 330,000 tested, 0.32% active; CHO-K1 APJ beta-arrestin complementation, luminescence; inhibition, % at 20 µM;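 active means inhibition above about 40% at 20 µM, limit read from the data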;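 further: cells challenged with 10 nM apelin-13 agonist together with compound; plate controls were apelin-13 plus DMSO wells for no effect and DMSO wells lacking apelin-13 for full effect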
# * hit, by the source's call; nt = no result given.
SMILES,tim10-1 inh,APJ ag,MIN6 prolif,NALP3 yeast inh,TIM10 inh,MPTP inh,NR3A LBD binder,tim23-1 inh,APJ antagonist
CCOc1cccc2c1OC1(C)CC2NC(=O)N1c1cccc(C(=O)N2CCN(c3ccccn3)CC2)c1 (stereo not drawn),-5,-1,0,12,-3,0.7,-6,2,13
Cc1nc2ccc(Br)cn2c(=O)c1Cl,14,-18,-2,0,2,-2.0,0,-3,4
O=S(=O)(c1ccc(SCc2ccc(Br)cc2)nc1)N1CCOCC1,17,-3,-3,10,8,-0.5,1,7,0
CCc1nn(CC(=O)NCCC2=CCCCC2)c(=O)c2cc3cc(F)ccc3n12,12,0,-3,6,-1,-0.6,1,-5,-6
Cc1ccc(NC(=S)/N=C(\N)Nc2nc(C)c3cc(C)c(C)cc3n2)cc1C,18,-3,-3,23,7,3.0,3,13,2
COc1ccc(CNC(=O)CSc2nnc3c(n2)[nH]c2ccc(OC)cc23)cc1,-5,-1,0,3,8,-0.3,1,-3,12
CCCn1cnc2cc(NCc3ccc(Br)cc3)ccc21,43*,-5,1,44,52*,-0.6,-6,45,9
CCOC(=O)Cn1c(C)c(C#N)c2ccccc21,11,-2,-1,-18,6,-0.4,-1,6,7
CCn1nc(C(=O)Nc2ccc3nc(C)sc3c2)c2ccccc2c1=O,9,-2,3,2,12,-0.5,2,28,2
COC(=O)c1ccccc1NC(=O)c1ccccc1OC,37,-2,0,35,0,-0.4,3,51*,8
COc1ccc(C2CC(=O)Oc3c(C(CCN4CCOCC4)c4cc(OC)c(OC)c(OC)c4)c(OC)cc(OC)c32)cc1 (stereo not drawn),6,10,-5,9,9,-0.8,-2,7,3
Cc1ccc(NC(=O)CN(C)S(=O)(=O)c2cccc3nsnc23)cc1C,31,-4,-4,5,-10,-0.2,1,27,-5
Cc1ccc(S(=O)(=O)NCC(=O)OCCOc2ccccc2F)cc1,25,-2,-6,10,3,-2.2,7,18,4
CC1CCC2(CC1)NC(=O)N(CC(=O)NC(C)c1ccc(F)c(F)c1)C2=O (stereo not drawn),-3,-1,-1,24,-4,0.5,-1,-5,9
O=C(NCCCN1CCOCC1)c1cc2ccccc2o1,-28,-6,-3,15,-11,-0.7,-1,-12,20
O=C(Nc1ccccc1)NC1CCN(Cc2nnnn2C2CCCCC2)CC1,-3,1,-2,0,-7,1.2,4,12,-3
COc1ccc(NC(=O)CSc2ccc3nnc(-c4ccccn4)n3n2)cc1OC,9,-4,1,-2,8,0.1,-2,4,-8
CC1(C)CC(=O)C2=C(C1)c1c(ccc3ccccc13)NC2c1ccc(OCC(=O)O)cc1 (stereo not drawn),8,0,-5,-6,10,-0.6,0,10,21
CCN(CC(=O)Nc1ccc(NC(C)=O)cc1)C(=O)c1cc(C)on1,-17,1,5,7,-21,-1.7,0,-39,6
Cc1cc(C)n2nc3nc(N4CCCC4)nc(-c4ccccc4)c3c2n1,19,-2,-3,20,4,-1.5,2,12,-27
O=C(O)/C(=C\c1cccc([N+](=O)[O-])c1)c1ccc(S(=O)(=O)N2CCCCC2)s1,25,5,-4,6,6,4.0,0,15,-9
CC(/C=C1\SC(=S)N(C(C(=O)O)C(C)C)C1=O)=C\c1ccccc1 (stereo not drawn),12,1,-2,8,3,-0.2,-6,23,5
CCOCCCNC(=S)Nc1cc(OCC)c(NC(=O)c2ccco2)cc1OCC,4,-2,-4,18,19,0.0,1,5,0
COc1cc(Cn2cnnn2)ccc1O,1,-2,6,-12,-1,-0.5,-2,-3,3
CC(=O)c1ccc(NS(=O)(=O)c2ccc3c(c2)CCC(=O)N3)cc1,8,-2,-3,-5,1,-1.6,2,-8,13
COc1ccc(NS(=O)(=O)c2ccc(NC(C)=O)cc2)nn1,-11,-2,-2,1,-19,0.0,-1,-5,3
COC(=O)c1cn(-c2nc(C)c3c(n2)CCC3)nn1,-1,1,-4,3,13,-0.4,1,7,2
COc1cc(C2=NOC(C(=O)Nc3ccc4c(c3)OCO4)C2)cc(OC)c1OC (stereo not drawn),-24,-1,-3,26,8,-0.5,0,-6,-5
COc1ccc(N2C(=O)CC2(/C=C/c2ccccc2OC)C(=O)NC2CCCC2)cc1 (stereo not drawn),14,-2,-4,6,23,1.4,-2,24,1
O=C(NC(=S)Nc1ccccn1)c1cccc([N+](=O)[O-])c1,32,2,-3,24,19,2.1,0,45,7

# Compound profiles, from the list above:
# `O=C(NC(=S)Nc1ccccn1)c1cccc([N+](=O)[O-])c1` reads tim10-1 inh = 32; APJ ag = 2; MIN6 prolif = -3; NALP3 yeast inh = 24; TIM10 inh = 19; MPTP inh = 2.1; NR3A LBD binder = 0; tim23-1 inh = 45; APJ antagonist = 7
# `COC(=O)c1cn(-c2nc(C)c3c(n2)CCC3)nn1` reads tim10-1 inh = -1; APJ ag = 1; MIN6 prolif = -4; NALP3 yeast inh = 3; TIM10 inh = 13; MPTP inh = -0.4; NR3A LBD binder = 1; tim23-1 inh = 7; APJ antagonist = 2

# Reformatted: entries from further up.
Structure | tim10-1 inh | APJ ag | MIN6 prolif | NALP3 yeast inh | TIM10 inh | MPTP inh | NR3A LBD binder | tim23-1 inh | APJ antagonist
Cc1cc(C)n2nc3nc(N4CCCC4)nc(-c4ccccc4)c3c2n1 | 19 | -2 | -3 | 20 | 4 | -1.5 | 2 | 12 | -27
CC1(C)CC(=O)C2=C(C1)c1c(ccc3ccccc13)NC2c1ccc(OCC(=O)O)cc1 (stereo not drawn) | 8 | 0 | -5 | -6 | 10 | -0.6 | 0 | 10 | 21
COC(=O)c1cn(-c2nc(C)c3c(n2)CCC3)nn1 | -1 | 1 | -4 | 3 | 13 | -0.4 | 1 | 7 | 2
COc1cc(C2=NOC(C(=O)Nc3ccc4c(c3)OCO4)C2)cc(OC)c1OC (stereo not drawn) | -24 | -1 | -3 | 26 | 8 | -0.5 | 0 | -6 | -5

# Some of these compounds in order of the MPTP inh value, largest number first:
compound	MPTP inh
O=C(O)/C(=C\c1cccc([N+](=O)[O-])c1)c1ccc(S(=O)(=O)N2CCCCC2)s1	4.0
COc1ccc(N2C(=O)CC2(/C=C/c2ccccc2OC)C(=O)NC2CCCC2)cc1 (stereo not drawn)	1.4
O=C(Nc1ccccc1)NC1CCN(Cc2nnnn2C2CCCCC2)CC1	1.2
COc1ccc(NC(=O)CSc2ccc3nnc(-c4ccccn4)n3n2)cc1OC	0.1
CCN(CC(=O)Nc1ccc(NC(C)=O)cc1)C(=O)c1cc(C)on1	-1.7

# The list goes on.
SMILES,tim10-1 inh,APJ ag,MIN6 prolif,NALP3 yeast inh,TIM10 inh,MPTP inh,NR3A LBD binder,tim23-1 inh,APJ antagonist
O=C(Nc1nc2ccc(S(=O)(=O)N3CCCC3)cc2s1)C1CCCO1 (stereo not drawn),32,-2,-1,13,37,0.4,-2,27,-14
Cc1cc2c(cc1S(=O)(=O)NCCc1ccc(Cl)cc1)OCC(=O)N2,-5,-3,0,4,-4,-0.4,-9,6,-12
Cc1ccccc1CSc1nnc(-c2cccnc2)n1N,-3,5,-3,6,0,0.3,-1,16,-4
Cc1ccc(-c2cn(-c3ccccc3F)c(=S)[nH]2)cc1,29,-2,-3,18,45*,0.3,-2,61*,-13
O=C(Nc1ccc(Cl)c(Cl)c1)Nc1ccccn1,0,0,1,18,-4,2.0,1,13,-5
CS(=O)(=O)N(Cc1cccc(CN(C(C(=O)O)c2ccccc2)S(C)(=O)=O)c1)C(C(=O)O)c1ccccc1 (stereo not drawn),10,0,-5,17,0,0.4,-3,3,-85
O=C1CCCC(O)=C1N=Nc1cccc(S(=O)(=O)N2CCOCC2)c1,-17,-5,2,8,4,1.6,0,13,21
CCCCCn1c(=O)[nH]c2cc(C(=O)NCCCN3CCCCC3)ccc2c1=O,0,-7,-3,10,0,-0.3,1,-13,12
COc1cccc(Nc2nnc(Cc3cccnc3)c3ccccc23)c1,3,-3,-4,4,10,-0.7,-2,27,6
Cc1cc(N2C(=O)C(O)=C(C(=O)c3ccco3)C2c2cccnc2)no1 (stereo not drawn),5,-3,0,-5,-7,nt,nt,4,4
CCCCOC(=O)CCCc1ccc([N+](=O)[O-])cc1[N+](=O)[O-],29,0,-3,29,-15,1.5,2,10,-3
CC(C)CN1CCNC(=O)C1CC(=O)NCCCN1CCCc2ccccc21 (stereo not drawn),5,-7,0,-3,-11,0.3,-1,6,-5
COc1ccc(CCNC(=O)C(C(=O)c2ccccc2)n2cc(Cl)ccc2=O)cc1OC (stereo not drawn),15,-4,1,-9,5,0.1,-1,7,14
COc1ccc2c(COC(=O)[C@H](C)NS(=O)(=O)c3ccccc3F)cc(=O)oc2c1,1,-4,-1,7,-6,0.4,-1,12,3
O=C(O)CSc1cnc2ccccc2n1,3,2,2,0,3,-0.8,1,3,11
COc1ccc(S(=O)(=O)Oc2cc(C(=S)N3CCOCC3)ccc2OC)cc1,20,-1,-1,7,4,0.3,7,10,-4
CC1CN(c2cc3nccnc3cc2F)CC(C)O1 (stereo not drawn),11,-3,-4,16,2,-0.9,0,5,-4
S=C(NCCc1ccccc1)N1CCn2cccc2C1c1cccnc1 (stereo not drawn),14,0,-1,4,-22,1.1,-6,-99,-7
Cc1ccc(C2CC(=O)c3cnc(N4CCc5ccccc5C4)nc3C2)cc1 (stereo not drawn),23,-1,-6,7,-3,5.5,0,10,3
CCCCNC(=O)C(=O)N/N=C/c1cccc(Br)c1,14,-3,0,23,22,0.7,-3,22,-6
O=[N+]([O-])c1ccc2c(c1)c1ccccc1n2CCO,18,1,1,19,10,1.2,-2,25,15

# The order is random (roughly 7.2% active in at least one column).
